# S2 tox: Viability Counterscreen for Primary qHTS for Inhibitors of ATXN expression. Potency, µM (series often up to 56.7 µM), hits mostly cytotoxic. 400,000 compounds, 0.49% hits. S2 cells (HEK-293 line with an ATXN2-luciferase reporter) viability, CellTiter-Fluor protease fluorescence, 24 h. AID 651635, 2014; further: potency means the concentration at half of the fitted maximal effect; nearly all actives have a fitted effect of over 40% in size
# SW480 rereplic: A quantitative high throughput screen for small molecules that induce DNA re-replication in SW480 colon adenocarcinoma cells; SW480 DNA re-replication, Hoechst DNA content imaging, 48 h; Potency, µM (series often up to 46.1 µM), without a hit: at the highest dose re-replication activation, actives largely listed as activators; 340,000 compounds, 1.8% hits; AID 624297, 2012; further: potency means the concentration at half of the fitted maximal effect; % of control where 0% means no effect; nearly all actives have a fitted effect of over 55% in size
#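 250 cells/well; 23 nL cpd via pin tool; 48 hr, 37 C, 5% CO2; Hoechst 40 min; imager read of total nuclear intensity, ex 405/em 500-530 nm.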
# MCF10A rerep: A quantitative high throughput screen for small molecules that induce DNA re-replication in MCF 10a normal breast cells | MCF 10A DNA re-replication, Hoechst nuclear intensity, 48 h | Potency, µM (highest dose often 46.1 µM), without a hit: at the highest dose activity, positive = re-replication, most hits filed as activators | 350,000 compounds, 2.9% hits; further: potency means the concentration at half of the fitted maximal effect; % of control where 0% means no effect; nearly all actives have a fitted effect of over 50% in size
# ATXN2 expr inh: Primary qHTS for Inhibitors of ATXN expression | AID 1745845, 2022 | 360,000 compounds, 0.72% hits | Potency, µM (doses to about 57 µM), for inactives: top-dose activity change, negative = inhibition, hits mostly inhibitors | HEK-293 ATXN2-luciferase reporter, luminescence, 24 h; further: potency means the concentration at half of the fitted maximal effect; on the % scale 0 is the no-effect control and ±100 the full control effect; nearly all actives have a fitted effect of over 55% in size
#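 ATXN2-luciferase reporter cells (luciferase flanked by upstream and downstream ATXN2 gene portions) were treated 24 h at 37 °C with compounds at up to 57 uM. SteadyGlo luminescence gave expression; GF-AFC fluorescence gave viability.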
# HT1080 IDH1KD tx: qHTS for induction of synthetic lethality in tumor cells producing 2HG: qHTS for the HT-1080-IDH1KD cell line. AID 686971, 2013. HT-1080 IDH1 knockdown viability, ATP luminescence, 48 h. Potency, µM (titrated, usually from 46.1 µM), for inactives: top-dose activity, negative = toxicity, usual class: cytotoxic. 360,000 compounds, 2% hits;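 further: potency means the concentration at half of the fitted maximal effect; 0% = DMSO wells and -100% = cell-free medium wells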
#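 % activity derives from luminescence (CellTiter-Glo), normalised to DMSO and no-cell wells. HT-1080-IDH1KD cells, 750/well, had 48 h compound exposure at 37 °C.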
# KB-V1 cytotox: qHTS assay for MDR1-selective chemotherapeutics: Primary screen using the drug-selected MDR subline cells KB-V1; KB-V1 MDR cells viability, CellTiter-Glo, 72 h; Potency, µM (titrated, usually from 46.1 µM), for inactives: at the highest dose activity change, negative = cytotoxicity, hits mostly cytotoxic; 400,000 compounds, 3.4% hits; further: potency means the concentration at half of the fitted maximal effect; on the % scale 0 is the no-effect control and ±100 the full control effect; nearly all actives have a fitted effect of over 60% in size
#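 KB-V1 MDR subline cells in DMEM (phenol-red free, 10% FBS) exposed to compounds in qHTS concentration series for 72 h at 37 degrees C. Viability read by CellTiter-Glo luminescence; concentration-effect curves fitted after normalization and correction.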
# KB-3-1 tox: qHTS assay for MDR1-selective chemotherapeutics: Primary screen using the parental adenocarcinoma cell KB-3-1; Potency, µM (top dose mostly 46.1 µM), for the others: at the top dose activity change, negative = cytotoxic, usual class: cytotoxic; 400,000 compounds, 1.4% hits; KB-3-1 viability, CellTiter-Glo ATP luminescence, 72 h; further: potency means the concentration at half of the fitted maximal effect; on the % scale 0 is the no-effect control and ±100 the full control effect; nearly all actives have a fitted effect of over 60% in size
#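 Using CellTiter-Glo luminescence, growth of non-resistant KB-3-1 adenocarcinoma cells is assessed 72 h after pin-tool compound addition at 37 °C. Normalized responses across the concentration series yield fitted curves.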
# IL1B secr inh: qHTS for Inhibitors of Inflammasome Signaling: IL-1-beta AlphaLISA Primary Screen | THP-1 LPS/ATP IL-1B secretion, AlphaLISA, 16 h; hits give low values | activity change, % at 57.5 µM | 360,000 compounds, 4.7% hits; in the data active means activity change below about -50%; inconclusive means mostly about -30% to -49%; further: on the % scale 0 is the no-effect control and ±100 the full control effect
#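 THP-1 cells pretreated 1 hr with compounds (up to 57.5 uM final), then stimulated with LPS (250 ng/mL final) plus ATP (1.25 mM final); secreted IL-1B measured by AlphaLISA after 16 hr, decreased signal indicating inhibition.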
# HT1080-NT tox: qHTS for induction of synthetic lethality in tumor cells producing 2HG: qHTS for the HT-1080-NT fibrosarcoma cell line. HT-1080-NT fibrosarcoma viability, CellTiter-Glo ATP luminescence, 48 h. Potency, µM (titrated, usually from 46.1 µM), for inactives: at the highest dose activity, negative = less viability, most hits filed as cytotoxic. 360,000 compounds, 1.6% hits. AID 686970, 2013;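 further: NT is the 2HG producing partner of a matched IDH1 knockdown line; potency means the concentration at half of the fitted maximal effect; 0% = DMSO-treated cells and -100% = media-only wells without cells; nearly all actives have a fitted effect of over 55% in size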
#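 A 48-hour cytotoxicity screen used HT-1080-NT cells plated 2 hours before compound delivery. ATP-based CellTiter-Glo luminescence measured viability, normalized to DMSO and no-cell controls.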
# Numbers without * were called inactive; i = inactive; ? = inconclusive; . = no result given; [ ] = another dose, or the depositor's remark. Unless noted, the call rests on the fitted dose curve; in most records, active means well fitted curve in the direction sought with a large enough effect; inconclusive means small, poorly fitted or top-dose-only effect, or another doubt; inactive means no such curve, though single readings can be large; an effect the other way counts as inactive or inconclusive.
SMILES,S2 tox,SW480 rereplic,MCF10A rerep,ATXN2 expr inh,HT1080 IDH1KD tx,KB-V1 cytotox,KB-3-1 tox,IL1B secr inh,HT1080-NT tox
Cc1sc(Cc2nc(O)cs2)nc1-c1ccccc1,.,0%,0%,-13%,0%,7%,2%,65,18%
CCNc1ccc(C(=O)OCC(=O)N2c3ccccc3NC(=O)C2(C)C)cc1[N+](=O)[O-],?,17%,6%,-11%,7%,?,15%,0,1%
O=C(O)c1ccc2c(c1)CC(c1ccccc1)OC2=O (centres undefined),i,-3%,1%,3%,9%,11%,14%,30,11%
O=c1c2c(nc3cc(-c4cccc(F)c4)[nH]n13)CCC2,i,-31%[inhibitor],3%,-8%,6%,-8%,-17%,0,4%
CN(C(=O)COC(=O)c1cncc(Br)c1)C1CCCCC1,i,?,-1%,-22%,-6%,-6%,-5%,-5,-5%
CCOC(=O)N1CCN(C(=O)c2ccc(CNS(=O)(=O)c3ccc(NC(C)=O)cc3)cc2)CC1,i,2%,-4%,2%,-1%,30%,-3%,22,11%
CSc1ccc(CNC(=O)Cc2ccc(NC(=O)C3=C(C)OCCS3)cc2)cc1,i,1%,?,.,16µM*,?,5.8µM*,23,?
CN1c2ccc(Cl)cc2C(=O)NC1c1ccc([N+](=O)[O-])s1 (centres undefined),i,42%,12µM*,0%,23µM*,-14%,-4%,-6,?
Fc1ccccc1OCCCCCCN1CCCC1,i,14%,?,14%,-1%,11%,-11%,4,3%
Cc1ccc(SCC(=O)Nc2ccc(O)c(-c3nc4cc(C)ccc4o3)c2)cc1,i,.,.,31%,.,21%,3%,.,.
CC(C)C(c1nnnn1Cc1ccccc1)N1CCc2ccccc2C1 (centres undefined),i,30%,20%,-11%,8%[9.24 µM],4%,12%,6,-4%
O=C(CCc1nc2ccccc2c(=O)[nH]1)Nc1cc(C(F)(F)F)ccc1N1CCOCC1,i,?,13%,-13%,?,-13%,?,13,-26%
Cc1ccc(S(=O)(=O)N2CCN(C(=O)Cn3cnc4c3c(=O)n(C)c(=O)n4C)CC2)cc1C,i,-18%,16%,5%,4%,-12%,-1%,-23,3%
Cc1ncoc1C(=O)N1CCCC(C(=O)c2cccc(C(F)(F)F)c2)C1 (centres undefined),i,-5%,2%,8%,-2%,-20%,10%,0,2%
CCOC(=O)COn1c(=O)c(-c2ccc(F)cc2)[n+]([O-])c2ccccc21,i,0%,0%,-5%,17%,-1%,-4%,-28,13%
COc1cccc(CNC(=O)CCC2CCCN(C(=O)c3cc(C)on3)C2)c1 (centres undefined),i,-23%,2%,.,8%,11%,2%,9,9%
CCOc1ccc(N2C(=O)/C(=C/c3cccs3)N(CC(=O)OC)C2=S)cc1,i,-12%,-8%,-14%,?,-5%,-24%,12,1%
O=C(O)CCC(=O)N1CC=C(c2ccccc2)CC1,i,-2%,0%,2%,0%[9.24 µM],5%,-7%,21,6%
Cc1cccc(NC(=O)C2CCN(S(=O)(=O)c3cccc4cccnc34)CC2)n1,?,4%,-1%,-30%,-4%,-3%,-4%,20,-20%
N#C/C(=C\Nc1ccc(Cl)cn1)S(=O)(=O)c1ccccc1,i,-11%,1%,-13%,0%,7%,8%,-6,2%
CCCn1c(=N)n(CC(=O)O)c2ccccc21,i,-4%,-4%,-4%,0%,-7%,1%,0,-5%
S=C(NCCc1ccccc1)N1CCn2cccc2C1c1ccncc1 (centres undefined),?,?,?,1%,-20%,?,-12%,-16,?
N#CCCN1CCN(CCC#N)C1=S,i,1%,0%,5%,15%,-1%,0%,11,9%
COc1ccc(C(=O)N2CCCC2(C)C(=O)O)cc1C(F)(F)F (centres undefined),i,.,.,7%,0%,1%,0%,0,2%
Cc1ccccc1NC(=O)CSC1=NCCN1,i,-5%,25%,28%,0%,-17%,8%,8,10%

# Entries from the list above containing a COOH group (4):
SMILES,S2 tox,SW480 rereplic,MCF10A rerep,ATXN2 expr inh,HT1080 IDH1KD tx,KB-V1 cytotox,KB-3-1 tox,IL1B secr inh,HT1080-NT tox
O=C(O)c1ccc2c(c1)CC(c1ccccc1)OC2=O (centres undefined),i,-3%,1%,3%,9%,11%,14%,30,11%
O=C(O)CCC(=O)N1CC=C(c2ccccc2)CC1,i,-2%,0%,2%,0%[9.24 µM],5%,-7%,21,6%
CCCn1c(=N)n(CC(=O)O)c2ccccc21,i,-4%,-4%,-4%,0%,-7%,1%,0,-5%
COc1ccc(C(=O)N2CCCC2(C)C(=O)O)cc1C(F)(F)F (centres undefined),i,.,.,7%,0%,1%,0%,0,2%

# (listing goes on)
SMILES,S2 tox,SW480 rereplic,MCF10A rerep,ATXN2 expr inh,HT1080 IDH1KD tx,KB-V1 cytotox,KB-3-1 tox,IL1B secr inh,HT1080-NT tox
O=C(CSc1ccc(Cl)cc1)Nc1ccc(NC(=O)c2ccco2)cc1,i,7%,-8%,?,2%,1%,5%,-11,20%
COC(=O)C1(Cc2cc(-c3ccc([N+](=O)[O-])cc3)no2)CCN(C(=O)OC(C)(C)C)CC1,?,-9%,?,-11%,4%,-17%,-2%,-18,4%
CCOc1ccc(CN2CCN(CC3CC3)CC2CCO)cc1 (centres undefined),?,?,-5%,.,1%,0%,-2%,8,1%
CCN(C(=O)Cn1c(=O)n(-c2ccccc2)c(=O)c2ccc(C(=O)NCc3ccc4c(c3)OCO4)cc21)c1cccc(C)c1,i,.,.,5%,.,19%,5%,.,.
O=C(COC(=O)C1CCN(S(=O)(=O)c2ccc3c(c2)OCCO3)CC1)Nc1cccc2ccccc12,i,-4%,0%,-3%,8%,12%,1%,11,11%
CN(C(=O)CSc1nc2[nH]ncc2c(=O)[nH]1)c1ccccc1,i,0%,11%,-4%,-18%,0%,?,31,-7%
OC(COc1cccc2ccccc12)CN1CCCC1 (centres undefined),i,2%,1%,-11%,-17%,-28%,-2%,-9,-2%
Cc1ccc(-c2[nH]c(-c3ccc(C(=O)O)cc3)nc2-c2ccccc2)cc1,i,?,9.2µM*,23%,5%,20%,4%,48,-3%
CCOC(=O)C1=C(C)NC(=O)NC1c1c(C)nn(-c2ccccc2)c1Cl (centres undefined),i,0%,-2%,-2%,-3%,4%,-5%,-10,-14%
Cc1ccc(CN(C)C(=O)C2CCCN2C(=O)c2cccs2)o1 (centres undefined),i,3%,3%,1%,4%,1%,5%,21,-3%
CCCCSc1nnc([C@H](CC(C)C)NC(=O)OC(C)(C)C)o1,i,0%,7%,-10%,0%,0%,-6%,37,3%
COc1ccc(C2=NN(c3ccc(C(=O)O)cc3)C(c3ccc(OC)c(OC)c3)C2)cc1 (centres undefined),.,18µM*,3.3µM*,1%,-14%,49%,?,-17,-9%
COC(=O)c1cc(S(=O)(=O)NCCc2ccc(C)cc2)c[nH]1,i,-5%,-4%,-9%,-9%,0%,-20%,-1,-14%
O=C(Nc1ccc([N+](=O)[O-])cc1)C1CC12CCC2 (centres undefined),i,-2%,9%,.,-14%,-15%,3%,-15,-3%
Cc1ccc(C2=NN(C(=O)CSc3nccn3C)C(c3ccco3)C2)cc1 (centres undefined),i,12µM*,?,-10%,15µM*,9.2µM*,?,?,18µM*
Cc1cc2c(NC3CCCCC3)ncnc2s1,i,-5%,0%,-20%,-5%,-30%,?,-12,-23%
CN1C(=O)c2c(sc3c2CC(C)(C)SC3)N2CCN=C12,i,-7%,9%,-15%,-7%,?,-2%,-8,-5%
Cc1ccccc1/[N+]([O-])=C/c1ccncc1,i,4%,4%,3%,1%,1%,-1%,-1,0%
COC(=O)c1ccc(C)c(NC(=O)CN(c2cc(OC)ccc2OC)S(C)(=O)=O)c1,i,-3%,-2%,12%,-21%,-19%,-17%,7,-3%
CCOc1ccc(N2C(=O)CC(N3CCN(C4CCc5ccccc5C4)CC3)C2=O)cc1 (centres undefined),i,13%,-5%,-16%,11%,-4%,10%,20,18%
Cc1ccc(C(=O)C[n+]2cc(Br)cc(Br)c2)cc1[N+](=O)[O-],i,-3%,-30%,-6%,12%,-25%,24%,12,-4%
Cc1cccc(N=C2NC(=O)/C(=C/c3cccnc3)S2)c1C,i,13%,13%,.,-10%,-11%,-3%,-7,2%
COc1ccc(N2CCN(C(=O)c3ccc(CS(=O)c4cccc(C)c4)o3)CC2)cc1 (centres undefined),i,5.8µM*,?,-9%,?,-56%,?,-1,?

# Part of the list above, with bars between the fields:
smiles | S2 tox | SW480 rereplic | MCF10A rerep | ATXN2 expr inh | HT1080 IDH1KD tx | KB-V1 cytotox | KB-3-1 tox | IL1B secr inh | HT1080-NT tox
Cc1ccc(C(=O)C[n+]2cc(Br)cc(Br)c2)cc1[N+](=O)[O-] | i | -3% | -30% | -6% | 12% | -25% | 24% | 12 | -4%
O=C(Nc1ccc([N+](=O)[O-])cc1)C1CC12CCC2 (centres undefined) | i | -2% | 9% | . | -14% | -15% | 3% | -15 | -3%
